Screens: PubChem, several laboratories
PvdQ acylase: P. aeruginosa PvdQ acylase inhibitors, primary screen, biochemical, fluorescence, plate reader and imaging, single point | PvdQ acylase [Pseudomonas aeruginosa LESB58] | purified PvdQ acylase | inhibition, % at 10 µM | 340,000 tested, 0.063% active; in the data active = inhibition above about 30%, passing the limit was not always enough; inconclusive = no clear call, values can overlap the other calls;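 also: 0% = vehicle neutral wells and 100% = reference inhibitor wells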
MITF TRPM1 HTS: activators of MITF-driven TRPM1 promoter reporter, primary screen, cell-based, SK-MEL-5, luciferase, single point | SK-MEL-5 TRPM1-promoter luciferase, 24 h; % of positive control, neutral wells = 0 | activation, % at 12.5 µM | 300,000 tested, 0.75% active | AID 588334, 2011;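 active = mean activation of at least 80% with every replicate also reaching 80%; inconclusive = mean reaches 80% but some replicate falls short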;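 also: 0% = neutral control wells and 100% = parthenolide positive control wells; values of inactives mirror those of a sister screen read the other way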
SR-BI DiI-HDL act: activators of SR-BI mediated DiI-HDL uptake, primary screen, ldlA[mSR-BI] CHO cells, DiI fluorescence; activation, % at 12.5 µM; 320,000 tested, 0.096% active; 3 h; 100 = double the neutral-control signal;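 active = mean replicate activation of at least 60% and every replicate at or above 60%; inconclusive = mean or all-replicate condition met, but not both; inactive = mean below 60% and not all replicates reaching 60%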;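 also: 0% = median plate neutral-control signal and 100% = twice that signal; values of inactives mirror those of a sister screen read the other way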
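Material: SR-BI-overexpressing, LDLR-lacking CHO cells; schedule: compound exposure 3 h, 37 °C; reagent: DiI-labelled HDL at 10 µg/mL final; technique: bottom-read fluorescence, 550/595 nm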
CDK5 inh: inhibitors of human CDK5/p35 kinase, primary screen, biochemical, single concentration | Cyclin-dependent kinase 5 (Homo sapiens) + Cyclin-dependent kinase 5 activator 1 (Homo … | Recombinant CDK5/p35, ADP-Glo luminescence, 60 min | inhibition, % at 10 µM | 330,000 tested, 0.01% active | AID 488839, 2010;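 active = highest replicate inhibition of at least 50% and at least 75% of replicates reaching 50%; inconclusive = only one of the two criteria met; inactive = both criteria failed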;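 also: plate controls were DMSO neutral control for no effect and GW8510 at 10 µM for full effect; many of its hits are not listed in these tables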
Rtt109 Vps75: inhibitors of C. albicans Rtt109/Vps75 HAT, primary screen, biochemical, ThioGlo CoA-SH fluorescence, plate reader. Histone acetyltransferase RTT109 (Candida albicans (strain SC5314 / ATCC MYA-2876)), …. inhibition, % at 34.9 µM. 330,000 tested, 0.16% active. AID 540336, 2011. purified Rtt109/Vps75, 4 h;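 active = inhibition of at least 50% in every replicate; inconclusive = best replicate reaches 50% inhibition but some replicates fall short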
SR-BI HDL uptake: inhibitors of SR-BI mediated HDL lipid uptake, primary screen, ldlA[mSR-BI] cells, fluorescence, single point; inhibition, % at 12.5 µM; 320,000 tested, 0.96% active; ldlA[mSR-BI] CHO cells, DiI-HDL uptake fluorescence, 3 h;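 active = mean replicate inhibition of at least 70% and a set share of replicates each scoring 70 or more; inconclusive = meets just one of the two criteria; inactive = fails both criteria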;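 also: 0% = median of neutral control wells and 100% = median of positive control wells; values of inactives mirror those of a sister screen read the other way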
Target sequence (Q61009 whole entry, looked up): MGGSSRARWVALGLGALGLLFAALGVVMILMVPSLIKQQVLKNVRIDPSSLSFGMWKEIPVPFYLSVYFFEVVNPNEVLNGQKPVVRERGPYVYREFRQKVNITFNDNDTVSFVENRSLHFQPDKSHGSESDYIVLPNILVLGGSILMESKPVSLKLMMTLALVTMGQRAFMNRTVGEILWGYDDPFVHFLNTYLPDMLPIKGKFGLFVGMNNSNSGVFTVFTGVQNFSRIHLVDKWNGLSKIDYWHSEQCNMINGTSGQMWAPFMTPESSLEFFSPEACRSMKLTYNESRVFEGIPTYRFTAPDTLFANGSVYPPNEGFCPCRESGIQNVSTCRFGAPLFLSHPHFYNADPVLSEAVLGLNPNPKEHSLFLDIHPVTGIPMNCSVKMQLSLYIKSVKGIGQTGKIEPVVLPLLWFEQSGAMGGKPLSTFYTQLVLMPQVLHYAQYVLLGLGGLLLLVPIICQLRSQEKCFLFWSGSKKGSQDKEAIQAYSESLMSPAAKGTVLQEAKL
HTR5A ag: HTR5A agonists in luminescence cell assay, primary screen, counter-screen for OPRM1-OPRD1 heterodimer agonist project, full-deck HTS; 5-hydroxytryptamine receptor 5A (Homo sapiens), P47898; cell-based; activation, % at 9.3 µM; 340,000 tested, 0.61% active; AID 504692, 2011; in the data active = activation mostly above about 9.5%, no sharp cut-off; inactive = mostly below about 7.6%;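 also: 0% = cells with vehicle only and 100% = reference agonist; strong numbers were not always called active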
Wnt bcat act: Wnt/beta-catenin pathway activators, primary screen, cell-based, plate reader, single point | Wnt/beta-catenin reporter cell assay, activator | activation, % at 9.35 µM | 300,000 tested, 1.2% active | AID 743398, 2014; in the data active = activation above about 30%, passing the limit was not always enough; inconclusive = no clear call, values can overlap the other calls;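 also: 0% = neutral control wells and 100% = positive control wells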
dFosB activator: activators of delta FosB homodimer, primary screen, biochemical, fluorescence polarization, TAMRA-CDK5 oligo, single point; 340,000 tested, 0.99% active; activation, % at 25 µM; Protein FosB (Mus musculus), P13346; purified delta FosB; percent of positive-control signal above neutral wells;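 active = mean activation above about 17%, with every replicate also reaching it, limit read from the data, passing the limit was not always enough; inconclusive = only one of the two conditions met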;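 also: fluorescence polarization rise as delta FosB binds a TAMRA Cdk5 AP-1 oligo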
Target sequence (P13346 whole entry, looked up): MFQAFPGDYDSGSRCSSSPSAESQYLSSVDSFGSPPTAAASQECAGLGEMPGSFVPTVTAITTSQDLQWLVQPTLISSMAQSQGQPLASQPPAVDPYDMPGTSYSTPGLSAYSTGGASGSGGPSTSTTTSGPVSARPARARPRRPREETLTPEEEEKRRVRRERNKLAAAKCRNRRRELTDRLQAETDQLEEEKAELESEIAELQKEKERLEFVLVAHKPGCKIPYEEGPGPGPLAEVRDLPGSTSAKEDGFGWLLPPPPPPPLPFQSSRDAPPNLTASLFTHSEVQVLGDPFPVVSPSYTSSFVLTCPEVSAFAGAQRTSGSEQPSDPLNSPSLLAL
cardiac RTF act: cardiac RTF calcium sensitivity activators, primary screen, biochemical, IANBD-TnC fluorescence, EC20 calcium | Troponin I, cardiac muscle (Homo sapiens) + Troponin T, cardiac muscle (Homo sapiens) + … | IANBD-labeled TnC RTF fluorescence at EC20 calcium; 0% EC20 calcium, 100% full calcium | activation, % at 7.2 µM | 340,000 tested, 0.24% active | AID 493008, 2010;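 active = activation above the mean over all tested compounds plus 3 SD, cut at about 30% in these data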;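 also: rise in fluorescence read as greater calcium sensitivity of cardiac thin filaments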
* marks the source's active call; other numbers are inactive results; ? = inconclusive; / = no result given.

SMILES | PvdQ acylase | MITF TRPM1 HTS | SR-BI DiI-HDL act | CDK5 inh | Rtt109 Vps75 | SR-BI HDL uptake | HTR5A ag | Wnt bcat act | dFosB activator | cardiac RTF act
Cc1c(/C=N/O)sc2ccccc12 | 16 | 0 | -12 | 1.3 | 0 | 12 | -3 | 4 | -4 | 1
COc1ccc(NC(=S)N(CCc2c(C)[nH]c3ccccc23)Cc2cccnc2)cc1 | 9 | 17 | -8 | 2.0 | -13 | 8 | 11 | -1 | -11 | 1
CCCOc1ccc(C2=CSC3=NCCN23)cc1 | -80 | / | 3 | 0.4 | 2 | -3 | -1 | -1 | 6 | -3
CC(=O)Nc1ccc(NS(=O)(=O)c2ccc(Cl)s2)cc1 | -9 | 3 | 8 | -2.2 | -16 | -8 | -2 | -1 | -4 | -1
C=CCNC(=O)c1c2c(nc3ccccc13)-c1ccccc1CC2 | -9 | / | -7 | -1.9 | -9 | 7 | 2 | / | -9 | 2
Cc1ccc(C)c(S(=O)(=O)N2CCN(CC(=O)Nc3cc(C)on3)CC2)c1 | -10 | -3 | / | -1.2 | -9 | / | 0 | / | -7 | 6
Clc1ccc(-c2noc(CCCOc3ccccc3)n2)cc1 | -14 | 8 | 9 | 2.3 | -11 | -9 | -3 | / | 1 | -5
O=C(Nn1cc(C(=O)N2CCN(c3ccccc3F)CC2)c2ccccc2c1=O)c1cnccn1 | -4 | -2 | / | 1.0 | 5 | -14 | 0 | -13 | 1 | -8
COC(=O)c1sc(-c2ccc(C(C)(C)C)cc2)cc1NC(=O)/C=C/C(=O)O | -8 | / | / | -0.2 | 10 | / | 10 | 34* | -11 | 2
COc1ccc(-c2cc(C(=O)N3CCCCCC3)c3ccccc3n2)c(OC)c1 | -4 | -5 | -68 | -1.2 | -2 | 68 | 5 | -1 | -1 | -8
COc1ccc(OC)c(NC(=O)CSc2nc(=O)n(Cc3ccccn3)c3c2CCC3)c1 | -3 | 0 | -35 | 1.1 | 3 | 35 | 7 | -4 | -8 | -3
COc1ccc(-c2c(-c3cc(OC)cc(OC)c3)n(C)c3ccc(-c4cccc5[nH]ccc45)cc23)cc1 | 1 | -3 | -12 | 0.3 | -10 | 12 | 1 | -6 | 0 | -1

Some of these compounds in order of their number in MITF TRPM1 HTS, falling.
Structure	MITF TRPM1 HTS
COc1ccc(NC(=S)N(CCc2c(C)[nH]c3ccccc23)Cc2cccnc2)cc1	17
COc1ccc(OC)c(NC(=O)CSc2nc(=O)n(Cc3ccccn3)c3c2CCC3)c1	0
COc1ccc(-c2c(-c3cc(OC)cc(OC)c3)n(C)c3ccc(-c4cccc5[nH]ccc45)cc23)cc1	-3

Further records follow.
SMILES | PvdQ acylase | MITF TRPM1 HTS | SR-BI DiI-HDL act | CDK5 inh | Rtt109 Vps75 | SR-BI HDL uptake | HTR5A ag | Wnt bcat act | dFosB activator | cardiac RTF act
Cc1ccc(C(CCNC(C)c2cccs2)c2ccco2)cc1 (stereo unspecified) | -12 | -4 | -3 | -0.5 | -5 | 3 | 1 | -4 | -9 | -2
Cc1cccc(Nc2c([N+](=O)[O-])cc(C(=O)N3CC(=O)Nc4ccccc43)cc2[N+](=O)[O-])c1 | 2 | 11 | -82 | 0.6 | 11 | 82* | 4 | -2 | -9 | 0
CCOC(=O)/C=c1\s/c(=C\c2c(OC)ccc3ccccc23)c(=O)n1CC(=O)NCC1CCCO1 (stereo unspecified) | 8 | -10 | -54 | -2.5 | ? | 54 | 3 | -6 | -8 | 10
CC(=O)Nc1cc(C(=O)N2CCN(C)CC2)ccc1Sc1ccc(C)cc1 | -12 | -4 | -13 | -3.4 | -6 | 13 | 3 | / | 0 | -3
Cc1cc(C)c2cc(C(c3nnnn3C3CCCC3)N3CCOCC3)c(=O)[nH]c2c1 (stereo unspecified) | -9 | / | -30 | -0.3 | 4 | 30 | -2 | / | -5 | 5
Cc1nn(-c2ccccc2)c2sc(C(=O)OCc3nnc(-c4ccccc4)o3)cc12 | 3 | 9 | 5 | 0.3 | -2 | -5 | 7 | 9 | -10 | 0
Cc1cccc(-c2nnc(SCC(=O)N3CCCC3)o2)c1 | 0 | 72 | / | 1.5 | -6 | / | -4 | 14 | -3 | -3
Cc1cc(NC(=O)c2ccccc2F)n(C(C)(C)C)n1 | -2 | / | 19 | 0.4 | 5 | -19 | / | -1 | -6 | /
O=C(NC1CCSc2ccccc21)c1cccc(S(=O)(=O)N2CCOCC2)c1 (stereo unspecified) | -7 | 3 | -20 | 1.0 | 5 | 20 | 2 | 1 | 7 | -5
Cn1c(=O)c2c(nc(N3CCN(c4ccccn4)CC3)n2Cc2ccc(Cl)cc2Cl)n(C)c1=O | -12 | -2 | 5 | 2.0 | 8 | -5 | -7 | / | -1 | -1
CC(C)(C)NC(=O)c1cc(NC(=O)c2ccco2)cc(NC(=O)c2ccco2)c1 | 1 | -9 | 6 | -2.4 | 0 | -6 | 0 | -3 | -13 | 1
CCOc1ccc(N(C(C)C(=O)N2CCCCCC2)S(C)(=O)=O)cc1 (stereo unspecified) | -4 | -16 | 7 | 0.7 | -1 | -7 | 4 | -2 | -4 | -3
O=C(CCCSc1nc2ccccc2[nH]1)NC(c1ccccc1)c1ccccc1 | 1 | 0 | -17 | 0.0 | 19 | 17 | -2 | / | -8 | -7
Cc1ccc(NC(=O)C2CC2)cc1S(=O)(=O)N1CCOCC1 | -2 | 7 | 4 | -0.5 | 4 | -4 | 2 | 0 | 9 | -5
Cc1ccc(-n2c(=O)c3sccc3n(CC(=O)NCc3ccco3)c2=O)cc1 | 1 | -3 | -11 | -1.3 | -2 | 11 | 6 | 2 | -5 | 3
COc1cccc2cc(S(=O)(=O)c3ccccc3)c(=Nc3ccc4c(c3)OCCO4)oc12 | -13 | -40 | -17 | 0.1 | -11 | 17 | 9 | / | -2 | -2
CC1(C)CC(=O)c2cc(O)ccc2O1 | -5 | 5 | 29 | 0.0 | 0 | 11 | 2 | -2 | 3 | 5
Cc1cc(NS(=O)(=O)c2ccc(NC(=O)CCCOc3ccccc3C)cc2)nc(C)n1 | -16 | 3 | / | 0.1 | 10 | / | 4 | 8 | -11 | -3
Cc1ccc(/C=C/C(=O)Nc2ccc(S(=O)(=O)Nc3onc(C)c3C)cc2)cc1 | 6 | -6 | 29 | 0.3 | 2 | -29 | -3 | -2 | 2 | -5
COc1ccc(OCC(O)CNC(=O)/C=C/c2cccc([N+](=O)[O-])c2)cc1 (stereo unspecified) | -12 | 0 | -36 | -0.3 | -4 | 36 | -3 | -3 | -11 | 0
CCOC(=O)C1CCCN(Cc2cccc(Oc3ccccc3)c2)C1 (stereo unspecified) | -16 | / | 2 | -0.4 | -3 | -2 | 2 | 0 | -1 | -4
COc1ccc(C)cc1N(CC(=O)NC1CCCC1)C(=O)CCC(=O)Nc1nc(C)cs1 | 6 | -12 | -12 | 1.5 | 8 | 12 | 2 | -3 | -11 | 5
c1ccc2c(c1)CCCN2Cc1nnnn1CC1CCCO1 (stereo unspecified) | -6 | / | -11 | -5.2 | -60 | 11 | 1 | / | -5 | 37*
O=c1c2c3c(sc2nc(NCCO)n1Cc1ccco1)CCCCC3 | -7 | 28 | -12 | -0.3 | -2 | 12 | 2 | 1 | -8 | -4
CC1(C)OC2OC(C3COC(=O)O3)C(OC(=O)c3ccccc3)C2O1 (stereo unspecified) | -5 | 1 | -8 | -0.3 | -7 | 8 | 2 | 0 | 2 | -1
O=C(NCCS(=O)(=O)N1CCN(c2ccccc2)CC1)C1CC(=O)N(c2ccccc2)C1 (stereo unspecified) | 2 | 0 | 22 | 0.4 | 0 | -22 | -3 | -2 | 3 | -2
CCOc1cccc(-c2c(C(=O)N/N=C/c3ccncc3)nnn2-c2nonc2N)c1 | 1 | 6 | -5 | 3.0 | 11 | 5 | 1 | 0 | -13 | -3
Cc1ccc(N(C(=O)CCC(=O)Nc2cc(C)on2)C(C(=O)NC2CCCC2)c2ccncc2)cc1 (stereo unspecified) | -6 | -3 | 7 | 1.6 | -16 | -7 | 3 | -4 | -10 | -4
COc1ccc(OCCCN(C)Cc2ccccc2)cc1 | -23 | 14 | 19 | 0.1 | 0 | -19 | 0 | 8 | -3 | 2
COc1ccc(C(C(=O)NC(C)(C)C)N(C(=O)CCC(=O)Nc2cc(C)on2)c2ccccc2F)cc1 (stereo unspecified) | -12 | -2 | -5 | -1.2 | 9 | 5 | 1 | -1 | -13 | -3
Cc1cc2oc(=O)cc(CN3CCN(Cc4ccccc4)CC3)c2cc1O | -1 | -10 | -19 | -3.0 | -8 | 19 | -1 | 1 | 2 | -1
CCN1CNC(=S)N(C(C)c2ccccc2)C1 (stereo unspecified) | 15 | -5 | 2 | 1.1 | 23 | -2 | -3 | 1 | -6 | -4
COc1ccc(C2CC3(CC(C)(C)NC(=S)N3)Oc3cc(O)cc(C)c32)cc1 (stereo unspecified) | -7 | -11 | 2 | 1.4 | 11 | -2 | -5 | -3 | -10 | 1
Cc1nn(Cc2c(Cl)cccc2Cl)c(C)c1NC(=O)/C=C/c1cnn(C)c1C | -16 | -3 | -7 | 0.5 | -13 | 7 | -3 | / | -8 | -6
COC(=O)CSc1nc(NC(C)C)nc(N(C)C)n1 | -15 | -1 | 0 | -0.4 | -7 | 0 | 0 | -1 | 2 | 5
COCCN(C(=O)C1=COCCO1)c1c(N)n(Cc2ccccc2)c(=O)[nH]c1=O | -8 | 7 | / | -1.7 | -6 | 4 | 7 | -1 | -7 | 2
CCC(C)n1c(=S)[nH]c2c(sc3ccc([N+](=O)[O-])cc32)c1=O (stereo unspecified) | -6 | -8 | 25 | 1.0 | -5 | -25 | 3 | -1 | -2 | 0
CCn1c(SCC(=O)c2ccc(OC)cc2)nnc1C1CC1 | 1 | 17 | -20 | -0.9 | -7 | 20 | 4 | / | -3 | -3
CCCCCn1nc(C(=O)N(CC)c2c(N)n(CCCC)c(=O)[nH]c2=O)c2ccccc2c1=O | -10 | -12 | -3 | -0.7 | 0 | 3 | 1 | -4 | -7 | -1
COc1ccccc1CNC(=O)c1ccccc1NC(=O)C1=C(C)OCCS1 | -19 | -7 | -15 | -0.5 | -4 | 15 | 0 | 3 | -4 | 2
